GAA850 FXN act – activators of GAA850 frataxin (FXN) promoter. activation, % at 6 µM. 360,000 compounds, 0.56% hits. HEK293 lucGAA850 FXN promoter luciferase reporter, 24 h; percent of 10 µM SAHA response. AID 540364;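 active means activation above the average of all compounds screened plus 3 SD, cutoff fixed separately per campaign, cut at about 7.5% in these data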;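 further: 0% = DMSO wells and 100% = 10 µM SAHA wells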
hgDAF-12 ag – agonists of H. glycines DAF-12 nuclear receptor. HEK293 GAL4-hgDAF12 UAS-luciferase reporter, agonist luminescence; normalized to butyrate control. 370,000 compounds, 1.8% hits. activation, % at 6.8 µM;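 active means activation above a cutoff set at the mean of all screened compounds plus 3 SD, cut at about 10% in these data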;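 further: 0% = DMSO wells and 100% = sodium butyrate wells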
DAX1 inh-1 – DAX1 (NR0B1) inhibition, primary screen | 370,000 compounds, 1.1% hits | HEK293T StAR-luciferase reporter, SF-1/DAX-1 repression relief | AID 652010 | inhibition, % at 6.8 µM;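 active means inhibition above the mean over all tested compounds plus 3 SD, cut at about 3.6% in these data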;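 further: 0% = DAX-1 cells with DMSO and 100% = cells lacking DAX-1 with DMSO; higher inhibition means more luminescence from relief of DAX-1 repression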
sPLA2-III inh – Inhibits HGIII-sPLA2 liposome hydrolysis, primary screen; AID 743126; 370,000 compounds, 0.56% hits; QFRET BODIPY PC-A2 liposome hydrolysis, fluorescence; inhibition, % at 12.2 µM; Q9NZ20;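 active means inhibition above mean plus 3 SD of compounds lying within the high and low control bounds, cut at about 19% in these data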;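 further: 0% = median of test compound wells and 100% = no enzyme DMSO wells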
Target sequence (Q9NZ20 whole entry, looked up): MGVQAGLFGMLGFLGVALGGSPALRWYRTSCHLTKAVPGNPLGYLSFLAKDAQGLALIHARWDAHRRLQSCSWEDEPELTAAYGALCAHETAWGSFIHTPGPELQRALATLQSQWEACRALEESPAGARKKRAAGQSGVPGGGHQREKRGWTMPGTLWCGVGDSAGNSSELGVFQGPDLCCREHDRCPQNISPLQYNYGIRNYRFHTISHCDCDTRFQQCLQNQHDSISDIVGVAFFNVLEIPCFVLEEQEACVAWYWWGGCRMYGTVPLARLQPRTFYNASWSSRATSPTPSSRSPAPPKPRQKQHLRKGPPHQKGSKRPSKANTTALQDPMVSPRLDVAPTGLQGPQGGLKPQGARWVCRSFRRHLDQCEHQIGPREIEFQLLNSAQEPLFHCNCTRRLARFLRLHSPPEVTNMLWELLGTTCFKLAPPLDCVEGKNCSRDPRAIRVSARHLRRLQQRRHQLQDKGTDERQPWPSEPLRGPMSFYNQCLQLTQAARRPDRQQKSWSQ
hcDAF12 agonist – H. contortus DAF-12 activation, primary screen | HEK293 hcDAF-12 lit1-tk-luc reporter, luminescence; 0% DMSO, 100% Δ7-dafachronic acid | activation, % at 6.8 µM | 370,000 compounds, 1.4% hits | AID 652067;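 active means activation above the mean of all tested compounds plus 3 SD, cut at about 5.5% in these data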;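 further: 100% = response to 3 µM Δ7-dafachronic acid high control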
ssDAF12 agonist – S. stercoralis DAF-12 activation, primary screen | HEK293 ssDAF-12/GRIP1 lit1-tk-luc reporter, luminescence; % of 3 µM dafachronic acid response | activation, % at 6.8 µM | 370,000 compounds, 1% hits | AID 652126;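 active means activation above the mean over all tested compounds plus 3 SD, cut at about 0.9% in these data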;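 further: 0% = DMSO-only wells and 100% = 3 µM delta7-dafachronic acid wells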
ADAM10 inh – inhibits human ADAM10 | recombinant ADAM10, EDANS/DABCYL FRET peptide cleavage, 3 h | inhibition, % at 7 µM | 370,000 compounds, 0.62% hits;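 active means inhibition above a per-campaign cutoff equal to the mean of compounds falling between control-based bounds plus 3 SD, cut at about 20% in these data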;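 further: 0% = DMSO wells while the 100% control is not disclosed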
DAX1 inh-2 – NR0B1 (DAX1) inhibition. AID 504766. 340,000 compounds, 0.99% hits. HEK293 Gal4-DAX1 luciferase reporter, luminescence. inhibition, % at 6.75 µM;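 active means inhibition above the mean over all tested compounds plus 3 SD, cut at about 4.2% in these data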;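 further: 0% = DAX1-transfected cells with DMSO and 100% = empty-vector control cells with DMSO; inhibition shows as a rise in luminescence from relieved DAX1 repression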
Target sequence (P51843 207-470 limits assumed): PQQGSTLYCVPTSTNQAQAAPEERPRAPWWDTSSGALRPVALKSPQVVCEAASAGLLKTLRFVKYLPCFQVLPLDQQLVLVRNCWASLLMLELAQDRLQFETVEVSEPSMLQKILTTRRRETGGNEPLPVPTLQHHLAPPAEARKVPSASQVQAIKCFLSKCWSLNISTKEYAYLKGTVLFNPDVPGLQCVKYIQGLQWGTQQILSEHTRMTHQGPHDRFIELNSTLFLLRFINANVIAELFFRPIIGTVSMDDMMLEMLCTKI
GC-B act – GC-B (human) receptor activation | activation, % at 10 µM | 370,000 compounds, 0.11% hits | HEK293-GC-B cells, CNP EC30, cGMP TR-FRET; 0% at EC30 CNP, 100% saturating CNP | P20594;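 active means activation at 10 µM reaching about 35% in either raw or pattern-adjusted values, limit read from the data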
SMARCA2 activ – activators of SMARCA2 function | 370,000 compounds, 1% hits | activation, % at 9.1 µM | MG213 cells, MMTV-luciferase reporter, dexamethasone, overnight; in the data active means activation above about 7.8%;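 further: 0% = vehicle wells and 100% = reference activator wells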
GC-A act – GC-A (human) enzyme activation | HEK293 GC-A cells, cGMP TR-FRET, EC30 ANP; 0% at EC30 ANP, 100% saturating ANP | activation, % at 10 µM | 370,000 compounds, 0.14% hits | AID 1671463; in the data active means activation above about 40%
* = called active by the depositor; x = not tested or not shown; & = joins results of further samples.

#	SMILES	GAA850 FXN act	hgDAF-12 ag	DAX1 inh-1	sPLA2-III inh	hcDAF12 agonist	ssDAF12 agonist
1	COC(=O)c1cccc(NC(=O)CSc2nncn2-c2ccccn2)c1	0.2	0.2	-0.4	1	1.3	-0.8
2	CC(OC(=O)c1ccc2c(=O)n3c(nc2c1)CCCCC3)C(=O)Nc1ccc(Cl)cn1 (centres undefined)	2.5	0.9	-0.4	-3	2.7	-0.5
3	O=C1OC[C@@H]2CCCN2C(=O)[C@H](CC(=O)N(CCO)Cc2ccccc2)C/C=C\C[C@H]1Cc1ccc(F)cc1	1.8	-1.3	0.0	-15	-1.8	-1.8
4	Cn1ncc(C#N)c1/N=C/N1CCCCC1	-0.3	1.6	0.8	5	-1.5	-1.2
5	COCC(=O)N(C)[C@H]1C[C@H]2c3cc(-c4ccccc4)ccc3CCN2C(=O)[C@H]1[C@H](C)O	-1.0	0.9	2.4	7	-0.2	-0.3
6	CCOc1cc(C2c3c(n[nH]c3C)C(=O)N2c2ccc(Br)cc2)ccc1O (centres undefined)	-1.5	-1.2	-0.4	-35	-1.2	-0.8
7	CN1CCc2c(sc3c2C(=O)NC(c2cccs2)N3)C1 (centres undefined)	5.1	7.0	-0.5	-15	2.7	-0.6
8	Cn1c(C(=O)NCCCN2CCCCCC2)cc2c(=O)n(C)c3ccccc3c21	-0.9	3.6	1.0	0	-0.3	-0.4
9	O=C(CNC(=O)c1ccco1)NCc1nc2ccccc2[nH]1	-1.0	0.1	0.1	6	-1.1	-1.1
10	CC(=O)c1ccc(NC(=S)NC(=O)c2c(Cl)c(C)nn2C)cc1	8.8*	-2.8	-0.1	14	-1.2	-0.7

#	ADAM10 inh	DAX1 inh-2	GC-B act	SMARCA2 activ	GC-A act
1	1	-0.9	-1	0	2
2	-7	1.0	-8	0	3
3	4	0.5	4	-1	5
4	-7	0.8	4	-2	-3
5	-23	1.6	2	-3	-2
6	-2	-1.3	-27	-2	-39
7	-330	1.3	-5	11*	-7
8	-32	4.0	0	1	-2
9	-16	1.3	-8	-1	0
10	0	4.7*	-5	-2	-1

#	SMILES	GAA850 FXN act	hgDAF-12 ag	DAX1 inh-1	sPLA2-III inh	hcDAF12 agonist	ssDAF12 agonist
11	Cc1ccc(NC(=O)CCS(=O)(=O)c2cc3c(cc2Cl)NC(=O)CO3)cc1	-0.2	1.3	0.1	5	2.1	-0.6
12	Cc1nc2sccn2c(=O)c1S(=O)(=O)N1CCN(c2ccccc2)CC1	0.1	3.5	0.7	2	4.3	-1.4
13	CN(CCO)C(=O)C1CCN(c2ncc(C(F)(F)F)cc2Cl)CC1	1.2	-2.5	-0.6	3	-3.1	-1.4
14	Cc1c(C)n(C)c2ccc(C(=O)NCCCN3CCN(c4ccc(F)cc4)CC3)cc12	1.8	-2.1	-0.1	-12	-2.0	-1.4
15	O=C(NCc1ccccc1)c1noc2c1CCCC2	2.3	7.6	-0.3	0	0.1	-1.4
16	Cc1ccc(Cl)cc1NC(=S)NCCCSC1CCCCC1	1.9	2.6	-0.3	-4	-1.7	-2.2
17	COc1ccc(S(=O)(=O)N2CCN(CC(=O)Nc3ccc(C)c(F)c3)CC2)cc1	-2.2	0.6	-1.7	-20	-1.1	-1.0
18	O=C(COC(=O)c1ccc(S(=O)(=O)N2CCOCC2)cc1)NC1CCCCCCC1	0.1	3.4	0.7	4	-0.1	-0.8
19	COc1ccc(OCCNC(=O)CCCO)cc1	1.8	-0.2	-0.1	-1	0.6	-0.9
20	Cc1nc2sccn2c1P(c1c(C)nc2sccn12)c1c(C)nc2sccn12	1.0	-3.8	-0.2	2	-0.5	-0.5

#	ADAM10 inh	DAX1 inh-2	GC-B act	SMARCA2 activ	GC-A act
11	-2	-0.1	-3	-2	2
12	4	1.0	0	1	-7
13	6	-0.8	0	-1	2
14	-11	0.5	-1	-1	-6
15	-5	1.5	7	5	2
16	22*	1.6	-3	-3	3
17	6	-1.3	1	0	-1
18	2	-0.3	-5	-3	-1
19	0	1.6	8	-2	1
20	-1	0.1	0	-2	-5

#	SMILES	GAA850 FXN act	hgDAF-12 ag	DAX1 inh-1	sPLA2-III inh	hcDAF12 agonist	ssDAF12 agonist
21	CC(=O)Nc1sc2c(c1C(c1ccc(F)cc1)N1CCOCC1)CCCC2 (centres undefined)	-0.2	-0.5	0.0	-4	-1.0	-1.1
22	COC(=O)c1ccc2nc(-c3cccc(Br)c3)c(Cc3ccccc3OC)n2c1	x	6.2	0.9	-1	0.6	-0.6
23	Cc1ccc2c(c1)nnn2C1CCN(S(=O)(=O)c2ccc(C(=O)N3C(C)CCCC3C)cc2)CC1 (centres undefined)	-4.7	-5.9	-2.2	-8	-3.1	-2.3
24	COc1ccc([C@H]2CC(=O)C=C(c3cccc(OC)c3)C2)cc1	2.6	1.7	0.1	-7	-1.9	-1.6
25	C(=N\n1cnc2ccccc21)/c1cccnc1	1.6	2.7	-0.1	3	-0.7	-1.0
26	COc1ccc(N2C(=O)/C(=C/c3ccc([N+](=O)[O-])cc3)N=C2C)c(OC)c1	-1.5	6.3	1.4	7	-1.1	-0.8
27	COc1ccc(Cn2cc(CN3CCc4onc(-c5ccccc5OC)c4C3=O)nn2)cc1	x	-1.5	0.3	2	-1.1	-1.8
28	Cc1ccc(S(=O)(=O)N2CCOCC2)cc1NC(=O)COC(=O)CCOc1ccc(C(C)(C)C)cc1	-2.1	-2.0	2.2	-26	-1.5	-1.2
29	Cc1ccc(S(=O)(=O)n2nc(C)c(S(=O)(=O)N3CCOCC3)c2C)cc1	1.0	0.0	0.1	4	0.9	-0.9
30	Cc1cc(N2CCCC2)nc2ccccc12	1.8	-1.9&-4.0	0.0	2&3	1.0&-3.0	-1.1&-2.0

#	ADAM10 inh	DAX1 inh-2	GC-B act	SMARCA2 activ	GC-A act
21	5	-1.2	-26	1	-22
22	-19	x	2	-3	-6
23	-17	-1.6	-10	-4	-2
24	-14	0.4	-4	1	-1
25	-2	-0.5	-5	-1	-7
26	-2	-1.1	2	-3	2
27	-14	x	-10	-1	-5
28	10	0.9	-2	-2	1
29	4	-0.8	5	-3	5
30	-64&-68	-1.1	-2&-4	-1	17&10

#	SMILES	GAA850 FXN act	hgDAF-12 ag	DAX1 inh-1	sPLA2-III inh	hcDAF12 agonist	ssDAF12 agonist
31	CCN(CC)C(=O)C1=C(C)N(Cc2ccc(OC)cc2)C(=O)C(CC(=O)NC2CCCCC2)C1 (centres undefined)	1.0	1.7	0.1	1	-0.2	-0.9
32	COc1ccc(C2C(C#N)=C(N)Oc3n[nH]c(C)c32)cc1CSc1ccccn1 (centres undefined)	-0.3	-0.7	0.1	-16	0.7	-0.9
33	Cc1ccc(C(=O)Nc2nc(-c3ccco3)c(-c3ccco3)s2)o1	1.9	-2.9	-0.5	-12	0.3	-0.9
34	Cc1cnc(C(=O)Nc2ccc(S(=O)(=O)NCC(C)C)cc2)cn1	-0.8	-2.1	-0.9	5	0.4	-1.3
35	CCOc1ccccc1N1CCN(CC(=O)c2c(N)n(C)c(=O)n(C)c2=O)CC1	-0.6	1.5	0.2	3	-0.2	-1.0
36	Cc1cccc(C)c1N1CCN(c2nc(N(C)C)oc(=O)c2C#N)CC1	-0.3	0.6	1.0	-1	2.5	-1.4
37	CCOC(=O)c1c(NC(=O)COC(=O)c2ccc(Cl)nc2)sc(C(=O)N(C)C)c1C	1.6	-2.2	0.1	0	-1.0	-1.1
38	CCCCOP(=O)(c1ccc(N(C)C)cc1)C(O)c1cccnc1 (centres undefined)	-2.2	-0.5	-0.1	0	-0.8	-1.8
39	CC(=O)N1N=C(c2ccc(C)cc2)OC1c1ccc(C(C)C)cc1 (centres undefined)	6.5	4.5	1.0	-7	1.5	-0.7
40	C/C(=N/NC(=O)CNC(=O)c1cccs1)c1ccco1	-0.5	1.9	0.3	-3	-0.9	-0.8

#	ADAM10 inh	DAX1 inh-2	GC-B act	SMARCA2 activ	GC-A act
31	-2	0.6	-4	-3	-4
32	4	0.4	-8	-3	-3
33	-10	-0.5	-1	0	-6
34	-1	-2.2	-5	-3	2
35	-7	0.3	-2	2	2
36	0	-0.1	2	-3	2
37	-7	-0.3	4	2	5
38	0	0.7	7	3	3
39	-12	4.5*	2	4	4
40	1	0.0	-5	-3	-3

SMARCA2 activ, entries above that show a hit
#	SMILES	DAX1 inh-1	sPLA2-III inh	hcDAF12 agonist	ssDAF12 agonist	ADAM10 inh	DAX1 inh-2	GC-B act	SMARCA2 activ	GC-A act
7	CN1CCc2c(sc3c2C(=O)NC(c2cccs2)N3)C1 (centres undefined)	-0.5	-15	2.7	-0.6	-330	1.3	-5	11*	-7

Other results:
#	SMILES	GAA850 FXN act	hgDAF-12 ag	DAX1 inh-1	sPLA2-III inh	hcDAF12 agonist	ssDAF12 agonist
41	COCCn1nnnc1C(c1ccccc1OC)N1CCN(c2ccccc2F)CC1 (centres undefined)	0.4	1.4	0.1	-3	-1.6	-1.1
42	O=C1NCCSC1c1ccccc1 (centres undefined)	0.8	1.8	0.0	8	-0.4	-0.5
43	Cc1cccc(C(C)C)c1NC(=O)c1ccc(OCC2CCCO2)cc1 (centres undefined)	0.4	-0.3	-1.1	5	-0.8	-1.2
44	Cc1ccc(O)c(NC(=O)c2cccc(S(=O)(=O)N3CCCCC3)c2)c1	0.4	2.2	-0.5	-10	-1.1	-1.4
45	CCC1CCCCN1C1Sc2ccc(C(=O)OC)cc2NC1=O (centres undefined)	1.3	-2.1	-0.2	-4	-0.4	-1.0
46	O=c1[nH]c2ccc(S(=O)(=O)N3CCCC3)cc2[nH]1	1.4	-1.4	-0.2	-1	-0.1	-0.4
47	CCCCNC(=O)CCn1c(=S)[nH]c2cc3c(cc2c1=O)OCO3	1.6	0.4	0.2	9	-1.3	-1.5
48	O=C1COc2ccc(C(=O)CSc3nnc(Cc4cccs4)n3-c3ccccc3)cc2N1	2.0	-3.4	-1.0	-44	-2.6	-1.5
49	FC(F)(F)c1cc(Cl)c2nc(-c3ccccc3)cn2c1	5.0	20*	6.6*	7	18*	2.8*
50	O=C(N/N=C/c1ccc(Cl)cc1)c1sccc1OCc1ccc(F)cc1	4.4	3.7	-0.5	-6	2.8	0.2
51	O=C(NCC1COc2ccccc2O1)c1cc(S(=O)(=O)N2CCOCC2)c(Cl)cc1Cl (centres undefined)	0.5	-2.9	-2.1	-10	0.2	-1.5
52	O=C(C(=O)N1CCN(C(=O)c2ccco2)CC1)c1c[nH]c2ccccc12	-1.4	1.8	0.5	-1	3.4	-0.3

#	ADAM10 inh	DAX1 inh-2	GC-B act	SMARCA2 activ	GC-A act
41	-3	0.2	-8	-1	2
42	-2	1.1	3	-1	1
43	-7	0.7	8	-1	0
44	9	-1.0	5	1	-1
45	-1	-1.0	0	1	1
46	1	0.7	4	1	3
47	-1	-0.5	-3	-1	0
48	1	-0.7	-9	-2	-5
49	-5	2.9	-6	8	0
50	-2	-0.9	-7	-1	-12
51	3	0.7	-4	-4	1
52	6	-0.3	3	-1	1

Screening data deposited in PubChem BioAssay by several laboratories.
